GRK2 inh – blocks RNA aptamer binding to human GRK2. P25098. bead flow cytometry, FAM-aptamer displacement from GRK2. 0.59% of 330,000 active. inhibition of aptamer binding, % at 10 µM;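 active means inhibition of aptamer binding above 40%, roughly 3 SD of noise, on plates passing a quality check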;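 further: median bead fluorescence of bound FAM aptamer so fluorescent compounds give negative values; no value below 0 was filed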
VLA-4 inh – inhibition in a human VLA-4 binding assay. inhibition, % (about 7 µM as worked out from the volumes in the protocol). AID 2557. VLA-4 expressing cells, ligand binding flow cytometry. 0.2% of 330,000 active; in the data active means inhibition above about 50%
BCLXL inh – inhibitors of human Bcl-xL. Q07817. GST-Bcl-xL / FITC-Bim BH3 peptide fluorescence polarization. inhibition, % at 10.9 µM. 0.7% of 320,000 active. AID 2129;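 active means inhibition above the mean of all tested compounds plus 3 SD, cutoff set per campaign, cut at about 30% in these data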;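 further: 0% = DMSO wells and 100% = unlabeled Bim-BH3 peptide competitor; inhibitors lower millipolarization by displacing the labeled peptide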
Target sequence (Q07817 whole entry, looked up): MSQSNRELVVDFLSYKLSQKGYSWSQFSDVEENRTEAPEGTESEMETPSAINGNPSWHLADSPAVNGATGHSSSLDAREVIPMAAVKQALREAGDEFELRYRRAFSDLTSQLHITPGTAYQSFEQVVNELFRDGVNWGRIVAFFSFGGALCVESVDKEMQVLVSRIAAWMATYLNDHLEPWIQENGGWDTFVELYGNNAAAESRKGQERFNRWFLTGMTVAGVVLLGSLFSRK
AGP1 TOR yeast – modulators of TOR pathway AGP1-GFP in S. cerevisiae. GFP response vs DMSO, % at 10 µM. 0.02% of 320,000 active. S. cerevisiae AGP1-GFP multiplex flow cytometry, 3 h; GFP as percent of DMSO wells;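 active means GFP response relative to DMSO above a set limit, near screen average plus 3 SD, cut at about 150% in these data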;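 further: median GFP channel fluorescence of the gated AGP1 strain per well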
CIT2 TOR yeast – alters CIT2-GFP fluorescence in TOR pathway yeast screen; GFP response vs DMSO, % at 10 µM; AID 2029; S. cerevisiae CIT2-GFP strain, flow cytometry, 3 h; 100 means same as DMSO wells; 0.065% of 320,000 active;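 active means GFP response relative to DMSO above a set limit, near the screen mean plus 3 SD, cut at about 150% in these data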;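 further: ratio of well median GFP fluorescence to mean of DMSO wells on the plate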
MCL1 BIM primary – disrupts human MCL1 binding to BIM-BH3 peptide. Q07820. GST-MCL1 / FITC-Bim-BH3 fluorescence polarization. inhibition, % at 10.9 µM. 0.68% of 320,000 active. AID 2057;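 active means inhibition above the mean inhibition of all tested compounds plus 3 SD, set per campaign, cut at about 40% in these data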;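 further: 0% = DMSO wells and 100% = unlabeled Bim-BH3 peptide control; higher means more loss of mP so more displacement of Bim peptide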
Target sequence (Q07820 whole entry, looked up): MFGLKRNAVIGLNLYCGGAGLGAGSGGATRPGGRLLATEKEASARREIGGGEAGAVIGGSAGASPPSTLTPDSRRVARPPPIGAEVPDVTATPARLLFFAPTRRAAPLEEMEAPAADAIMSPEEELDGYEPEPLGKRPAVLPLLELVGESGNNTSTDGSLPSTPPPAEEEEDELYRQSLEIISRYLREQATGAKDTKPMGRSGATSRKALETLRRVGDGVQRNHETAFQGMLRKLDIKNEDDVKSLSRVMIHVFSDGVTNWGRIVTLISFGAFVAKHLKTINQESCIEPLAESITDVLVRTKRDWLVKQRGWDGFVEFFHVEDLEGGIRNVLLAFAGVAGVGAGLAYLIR
GLD-1 RNA inh – GLD-1-TGE RNA interaction inhibition (C. elegans). Q17339. purified GLD-1 + fluorescein TGE RNA, fluorescence polarization. inhibition, % at 5.96 µM. 0.44% of 320,000 active. AID 2280;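 active means percent inhibition above a per-plate cutoff, the plate mean of test compounds plus 3 SD, cut at about 30% in these data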;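 further: 0% = DMSO wells with GLD-1 and probe and 100% = wells lacking GLD-1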
Fam108B counter – counter-screen for RBBP9 inhibitors: inhibitors of mouse Fam108B. recombinant Fam108B, FP-Rh probe fluorescence polarization. inhibition, % at 9.51 µM. 0.33% of 300,000 active;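 active means inhibition above the screen mean inhibition plus 3 SD, computed separately per campaign, cut at about 18% in these data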;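 further: inhibitors lower polarization as less probe binds the enzyme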
MEX-5 binding – C. elegans MEX-5 TCR-2 RNA binding activity; MEX-5/FITC-TCR2 RNA binding, fluorescence polarization; stronger effect = lower value; Q9XUB2; activity score (negative = inhibition of binding), % at 10 µM; 0.38% of 300,000 active;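 active means inhibition past about -25% in most replicates, and total fluorescence under double the plate's negative control median, limit read from the data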;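 further: 0% = DMSO and -100% = 5 µM competing unlabeled TCR2 RNA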
Target sequence (Q9XUB2 whole entry, looked up): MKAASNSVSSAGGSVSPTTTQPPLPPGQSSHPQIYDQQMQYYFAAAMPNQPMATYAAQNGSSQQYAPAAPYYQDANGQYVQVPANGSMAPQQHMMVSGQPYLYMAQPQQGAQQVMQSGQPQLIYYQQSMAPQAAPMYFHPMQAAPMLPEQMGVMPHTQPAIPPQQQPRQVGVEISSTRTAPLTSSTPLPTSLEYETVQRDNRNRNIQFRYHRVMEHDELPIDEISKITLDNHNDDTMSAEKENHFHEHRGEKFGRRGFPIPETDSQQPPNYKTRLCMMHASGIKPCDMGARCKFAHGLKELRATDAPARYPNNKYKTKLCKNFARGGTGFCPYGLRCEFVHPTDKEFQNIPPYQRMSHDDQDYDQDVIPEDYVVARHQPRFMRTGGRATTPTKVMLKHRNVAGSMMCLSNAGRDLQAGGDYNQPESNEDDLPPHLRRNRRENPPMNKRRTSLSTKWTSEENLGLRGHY
Numbers without * were called inactive; · = no result given.

SMILES	GRK2 inh	VLA-4 inh	BCLXL inh	AGP1 TOR yeast	CIT2 TOR yeast	MCL1 BIM primary	GLD-1 RNA inh	Fam108B counter	MEX-5 binding
COC(=O)c1c(NC(=O)C2COc3ccccc3O2)sc2c1CCN(Cc1ccccc1)C2 (centres undefined)	2.0	-11.6	-3.9	103.8	104.4	-10.2	-4.6	-0.4	-1.3
Cc1cc(-n2c(C)cc(C(=O)COC(=O)CN=C3NS(=O)(=O)c4ccccc43)c2C)no1	35.0	1.2	5.9	100.5	94.0	1.1	1.4	9.9	-0.5
C=Cn1c(C(=O)O)ccc1-c1ccc(CC)cc1	0.0	10.2	3.7	99.7	91.8	-1.7	3.5	1.6	-0.7
Cc1ccc([N+](=O)[O-])c(OCc2ncc(Cl)n2C)c1	5.0	9.0	4.2	103.1	107.3	2.9	3.9	-0.2	-1.4
Cc1c(NC(=O)C(C)OC(=O)/C=C/c2ccco2)c(=O)n(-c2ccccc2)n1C (centres undefined)	9.0	14.5	6.3	113.3	106.1	3.0	4.9	0.8	0.6
CS(=O)(=O)N(CC(=O)N1CCN(c2ccccc2)CC1)c1cccc(Br)c1	0.0	15.3	-3.9	102.3	89.0	-9.4	6.5	0.9	0.3
CCC(C)C(=O)NCCc1ccc(S(N)(=O)=O)cc1 (centres undefined)	1.0	15.4	-0.7	107.3	111.8	-4.9	8.0	4.2	-1.0
CCOC(=O)c1ccc(NC(=O)C(=O)NCc2ccc(/C=C(/C#N)C(=O)NCCOC)o2)cc1	2.0	0.5	1.8	107.1	96.5	-0.4	1.4	-0.1	-21.4
CCCc1nnc(SCC(=O)NC2CC2)n1CC	3.0	-14.2	1.4	105.5	104.7	1.8	-2.2	3.3	-0.6
COC(=O)c1ccc(NC(=O)c2ccc(NS(=O)(=O)c3cccc4cccnc34)cc2)cc1	2.0	2.2	-2.4	102.8	106.9	4.2	4.2	-6.8	0.8
Fc1cccc(F)c1CN1CCN(c2ncccn2)CC1	1.0	9.0	0.2	102.7	94.5	1.2	0.7	0.7	-2.4
CC(O)c1nc2cc([N+](=O)[O-])ccc2n1Cc1ccccc1 (centres undefined)	1.0	-2.9	1.9	97.7	103.1	-2.9	9.3	-2.2	3.0
COc1ccc(Cl)cc1NC(=O)CN1CCC(n2nnc3cc(F)ccc32)CC1	1.0	2.5	5.9	103.3	109.7	-3.8	1.1	-1.6	0.9
O=S(=O)(c1ccccc1Cl)N1CCCC(c2nc(-c3cccnc3)no2)C1 (centres undefined)	0.0	-7.4	0.5	93.6	89.6	-1.9	-6.1	2.3	-1.1
Cc1ccc(N2C(=O)C3C(C2=O)C2C=CC3C23CC3)c([N+](=O)[O-])c1 (centres undefined)	2.0	8.0	7.3	106.0	110.4	0.2	-1.7	2.1	-1.2
Cc1cccc(OCc2nnc(SC(C)C(=O)O)n2-c2ccccc2)c1 (centres undefined)	0.0	12.7	2.0	97.2	101.9	0.9	-1.2	-3.9	2.6
COc1ccc(C(=O)NC2CCN(C(=S)Nc3ccc(C)cc3)CC2)cc1	1.0	22.1	-2.3	94.6	93.4	6.7	-8.1	1.9	1.8
Cc1ccc(/C=C\c2nccc3c2[nH]c2ccccc23)cc1	3.0	-12.2	-5.9	101.0	103.8	-2.9	-14.8	23.9*	1.1
COc1cccc(C(=O)NN2CC(O)=C(c3nc4ccccc4s3)C2=N)c1	0.0	1.7	-0.3	99.5	91.9	0.8	30.8*	-6.0	-1.0
O=C(O)c1ccccc1C(=O)N1N=C2/C(=C/c3cccc([N+](=O)[O-])c3)CCCC2C1c1cccc([N+](=O)[O-])c1 (centres undefined)	0.0	-2.8	3.4	100.1	107.3	-6.0	0.3	3.1	1.3
COc1cccc(CN(CC2CCCO2)C(=O)c2cc3ccccc3oc2=O)c1 (centres undefined)	2.0	1.0	2.5	101.0	95.5	1.5	3.4	1.5	-1.9
CSCCC1(C(=O)O)NC(c2ccccc2O)C2C(=O)N(C(C)C)C(=O)C21 (centres undefined)	2.0	-10.0	7.2	106.6	99.0	4.5	7.3	-3.4	-3.1
COc1ccccc1C(=O)Nc1ccc2c(c1)CN(Cc1cnc(C)s1)CC2	0.0	-17.8	6.3	95.4	95.8	0.7	4.8	-0.1	2.2
O=C(c1sc2ccccc2c1Cl)N1CCN(CCc2ccccn2)CC1	3.0	6.2	4.8	96.4	102.8	7.2	5.0	-0.1	1.9
CC(NC(=O)C(CC(=O)OC(C)(C)C)NC(=O)OC(C)(C)C)C(N)=O (centres undefined)	1.0	3.8	-0.3	99.9	·	-2.3	3.4	-1.8	-2.6
CCOC(=O)c1cc2nc(-c3ccco3)cc(C(F)(F)F)n2n1	1.0	-5.5	1.9	·	88.5	-0.5	-5.0	-0.3	-2.2
COC(=O)C1CCN(C(=O)CSc2nc3ccc(OC)cc3[nH]2)CC1	3.0	-8.8	-9.9	101.4	96.9	-3.4	0.5	1.6	0.8
CCCCCCc1cc2cc(C(=O)Nc3ccc(OC)cc3)c(=O)oc2cc1O	0.0	1.6	-0.5	104.3	106.0	3.6	-1.3	-4.1	0.5
COc1ccc(C2C(C(=O)c3ccco3)=C(O)C(=O)N2CCOCCO)cc1OC (centres undefined)	0.0	-14.3	4.3	97.7	104.2	1.6	3.0	3.1	-1.8
CC1(C)CC(=O)C(C2=NC3(CCCCC3)Cc3ccccc32)=C(O)C1	0.0	3.1	3.6	99.6	103.3	9.9	-2.3	-1.0	0.2
Cn1c(SCC(=O)Nc2ccccc2)nc2ccccc2c1=O	0.0	-2.5	·	96.7	92.6	·	·	·	0.3
Cc1cc(NS(=O)(=O)c2ccc(NC(=O)c3oc4ccccc4c3C)cc2)no1	0.0	-4.6	0.0	94.4	99.0	5.8	8.2	3.1	2.1
O=C(NCCCN1CCOCC1)C(=O)NCC1OCCCN1S(=O)(=O)c1cc(F)ccc1F (centres undefined)	2.0	-10.2	7.2	86.7	84.6	2.9	3.2	-1.2	-0.7
COC(CNC(=O)C1CC(=O)N(CCc2ccc(C)cc2)C1)OC (centres undefined)	0.0	-4.3	3.7	98.7	104.8	2.2	-1.2	-0.1	-1.6
COc1cc(C(=O)NC(=S)N2CCN(C)CC2)cc(OC)c1OC	8.0	-1.7	·	99.9	105.0	·	-2.1	·	·
O=C(NCc1cc(C(F)(F)F)ccc1Cl)c1cccc2c1C(=O)c1ccc(N3CCCCC3)cc1S2(=O)=O	5.0	-115.4	·	101.8	99.6	·	75.8*	·	·
CC(C)Oc1ccc2c(c1)OC(c1ccccc1)(C(F)(F)F)NC2=O (centres undefined)	0.0	6.5	3.9	101.3	100.1	9.0	7.5	-4.9	-0.5
COc1ccc(S(=O)(=O)n2nc(OC(=O)c3ccccc3)cc2N)cc1	5.0	3.5	1.6	106.7	94.5	-1.8	1.1	-0.7	-1.6
CN1CCC/C1=C/C=C1\SC(=S)NC1=O	0.0	2.1	-86.6	91.2	92.0	-177.1	-198.1	-3.4	·
CCOC(=O)c1c(NC(=O)c2ccn(CC)n2)sc2c1CCCC2	1.0	0.6	7.6	99.2	98.8	10.7	1.4	-8.4	-1.5
Cc1ccc(CNC(=O)C2CCN(S(=O)(=O)N3CCCC3)CC2)cc1	0.0	17.9	7.9	111.7	103.0	-0.1	2.3	-2.8	-1.5
CCn1cc(CCC(=O)NC2CCCC2)c2ccccc21	1.0	22.3	-0.1	102.5	104.8	-11.6	0.5	-1.9	-2.2
O=C(Nc1nc(-c2ccccc2)cs1)c1cccs1	0.0	4.6	11.1	·	74.8	3.2	-3.0	-34.6	-2.3
CCC(C)NC(=O)CN(c1ccc(Cl)c(Cl)c1)S(C)(=O)=O (centres undefined)	7.0	10.6	-1.8	102.2	103.1	3.8	3.8	0.3	-1.8
CN(CC(=O)Nc1cccc(S(=O)(=O)NC2=NCCCCC2)c1)Cc1ccc(C(C)(C)C)cc1	1.0	0.0	9.3	99.6	112.2	10.9	-4.7	1.7	0.6
CN(C)CCNC(=O)C(=O)NCC1OCCN1S(=O)(=O)c1ccc([N+](=O)[O-])cc1 (centres undefined)	0.0	16.8	3.7	107.4	109.5	10.5	6.5	6.2	1.7
C/C(=C\C(=O)c1ccccc1)NNC(=O)c1ccc(Cl)cc1	1.0	0.8	3.7	103.0	96.7	6.6	4.0	2.8	5.5
COc1cc(OC)cc(C(=O)N2CCN=C2SCc2cccnc2)c1	3.0	5.1	5.0	104.2	104.3	3.7	2.1	2.7	1.1

Three entries from above, ordered by SMILES length, ascending.
SMILES	GRK2 inh	VLA-4 inh	BCLXL inh	AGP1 TOR yeast	CIT2 TOR yeast	MCL1 BIM primary	GLD-1 RNA inh	Fam108B counter	MEX-5 binding
O=C(Nc1nc(-c2ccccc2)cs1)c1cccs1	0.0	4.6	11.1	·	74.8	3.2	-3.0	-34.6	-2.3
CCn1cc(CCC(=O)NC2CCCC2)c2ccccc21	1.0	22.3	-0.1	102.5	104.8	-11.6	0.5	-1.9	-2.2
CN(C)CCNC(=O)C(=O)NCC1OCCN1S(=O)(=O)c1ccc([N+](=O)[O-])cc1 (centres undefined)	0.0	16.8	3.7	107.4	109.5	10.5	6.5	6.2	1.7

Continued.
SMILES	GRK2 inh	VLA-4 inh	BCLXL inh	AGP1 TOR yeast	CIT2 TOR yeast	MCL1 BIM primary	GLD-1 RNA inh	Fam108B counter	MEX-5 binding
CCC(C)(C)n1nnnc1C(c1ccncc1)N1CCC(C)CC1 (centres undefined)	0.0	10.1	2.8	·	95.3	2.5	5.1	0.3	-1.7
Cc1cccc(N2Cc3ccccc3C2=NC(=O)c2ccc(Cl)nc2)c1	0.0	-4.5	5.2	99.0	101.5	5.2	-0.9	-1.0	0.9
CCCCOc1ccc(C(=O)Nc2ccc(CN3CCOCC3)cc2)cc1	0.0	2.2	·	100.8	102.2	·	·	·	2.0
O=C(COC(=O)c1ccccc1O)Nc1cccnc1Cl	3.0	27.7	0.4	92.2	89.9	-0.4	-4.4	2.6	3.6
N/C(=N\c1nc2ccccc2o1)NC(=O)/C=C/c1ccccc1	4.0	-2.4	0.1	107.2	98.9	1.1	-4.3	-1.5	-2.0
Cc1ccccc1S(=O)(=O)Cc1ccc(C(=O)NCCN(C)Cc2ccccc2)o1	0.0	0.0	4.1	94.2	92.2	8.4	-6.5	-2.5	-2.0
CCN(CC)CC(C)OC(=O)c1cc(OC)c(OC)c(OC)c1 (centres undefined)	0.0	0.7	4.4	107.6	115.1	0.4	6.2	-1.6	1.0
Cc1ccc(CCN2CC(C(=O)NCCC(C)C)CC2=O)cc1 (centres undefined)	1.0	-3.8	-0.5	99.1	103.2	-0.3	-2.8	-4.4	2.3
CCCCC1CCC(C(=O)N(CC(C)C)c2c(N)n(CCCC)c(=O)[nH]c2=O)CC1 (centres undefined)	0.0	4.9	-5.9	97.3	87.3	-17.9	2.1	-1.6	-0.2
O=C(NCCCN1CCCC1=O)C1CCN(S(=O)(=O)c2c(Cl)cccc2Cl)CC1	0.0	-2.8	-0.8	105.7	100.5	-8.0	6.0	0.2	-1.3
CCOC(=O)c1c(-c2ccccc2)oc2ccc(OC(C)=O)cc12	0.0	17.3	6.0	88.0	97.3	6.7	3.6	0.8	-0.6
Nc1nnc(SCCOc2cccc(Br)c2)s1	0.0	13.0	0.0	·	95.4	-4.9	8.6	1.8	0.0
COc1ccc(-c2nn(C)c(=O)c3ccccc23)cc1NS(C)(=O)=O	3.0	16.5	6.2	102.7	88.2	9.1	6.0	-1.0	-4.1
CCn1c(SCC(=O)Nc2cc(C)on2)nnc1-c1ccc(C)cc1	0.0	-13.9	-0.7	76.7	93.2	2.9	5.8	1.2	1.2

From PubChem
